# Assay outcomes (PubChem)
# DAX1 inh-1 – blocks DAX1 repression of SF-1 activated StAR promoter; HEK293T StAR-luciferase reporter, SF-1/DAX-1 repression relief; inhibition, % at 6.8 µM; 1.1% of 370,000 active; AID 652010;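 active = inhibition above the mean over all tested compounds plus 3 SD, cut at about 3.6% in these data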;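 also: 0% = DAX-1 cells with DMSO and 100% = cells lacking DAX-1 with DMSO; higher inhibition means more luminescence from relief of DAX-1 repression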
# ADAM10 inh – inhibits human ADAM10 | inhibition, % at 7 µM | recombinant ADAM10, EDANS/DABCYL FRET peptide cleavage, 3 h | 0.62% of 370,000 active;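 active = inhibition above a per-campaign cutoff equal to the mean of compounds falling between control-based bounds plus 3 SD, cut at about 20% in these data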;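 also: 0% = DMSO wells while the 100% control is not disclosed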
# ssDAF12 agonist – activates DAF-12 receptor from parasite S. stercoralis. activation, % at 6.8 µM. AID 652126. 1% of 370,000 active. HEK293 ssDAF-12/GRIP1 lit1-tk-luc reporter, luminescence; % of 3 µM dafachronic acid response;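 active = activation above the mean over all tested compounds plus 3 SD, cut at about 0.9% in these data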;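 also: 0% = DMSO-only wells and 100% = 3 µM delta7-dafachronic acid wells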
# hcDAF12 agonist – activates DAF-12 receptor from parasite H. contortus. 1.4% of 370,000 active. HEK293 hcDAF-12 lit1-tk-luc reporter, luminescence; 0% DMSO, 100% Δ7-dafachronic acid. activation, % at 6.8 µM. AID 652067;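 active = activation above the mean of all tested compounds plus 3 SD, cut at about 5.5% in these data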;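 also: 100% = response to 3 µM Δ7-dafachronic acid high control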
# GC-B act – GC-B (human) receptor activation; 0.11% of 370,000 active; activation, % at 10 µM; P20594; HEK293-GC-B cells, CNP EC30, cGMP TR-FRET; 0% at EC30 CNP, 100% saturating CNP;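 active = activation at 10 µM reaching about 35% in either raw or pattern-adjusted values, limit read from the data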
# Target sequence (P20594 whole entry, looked up): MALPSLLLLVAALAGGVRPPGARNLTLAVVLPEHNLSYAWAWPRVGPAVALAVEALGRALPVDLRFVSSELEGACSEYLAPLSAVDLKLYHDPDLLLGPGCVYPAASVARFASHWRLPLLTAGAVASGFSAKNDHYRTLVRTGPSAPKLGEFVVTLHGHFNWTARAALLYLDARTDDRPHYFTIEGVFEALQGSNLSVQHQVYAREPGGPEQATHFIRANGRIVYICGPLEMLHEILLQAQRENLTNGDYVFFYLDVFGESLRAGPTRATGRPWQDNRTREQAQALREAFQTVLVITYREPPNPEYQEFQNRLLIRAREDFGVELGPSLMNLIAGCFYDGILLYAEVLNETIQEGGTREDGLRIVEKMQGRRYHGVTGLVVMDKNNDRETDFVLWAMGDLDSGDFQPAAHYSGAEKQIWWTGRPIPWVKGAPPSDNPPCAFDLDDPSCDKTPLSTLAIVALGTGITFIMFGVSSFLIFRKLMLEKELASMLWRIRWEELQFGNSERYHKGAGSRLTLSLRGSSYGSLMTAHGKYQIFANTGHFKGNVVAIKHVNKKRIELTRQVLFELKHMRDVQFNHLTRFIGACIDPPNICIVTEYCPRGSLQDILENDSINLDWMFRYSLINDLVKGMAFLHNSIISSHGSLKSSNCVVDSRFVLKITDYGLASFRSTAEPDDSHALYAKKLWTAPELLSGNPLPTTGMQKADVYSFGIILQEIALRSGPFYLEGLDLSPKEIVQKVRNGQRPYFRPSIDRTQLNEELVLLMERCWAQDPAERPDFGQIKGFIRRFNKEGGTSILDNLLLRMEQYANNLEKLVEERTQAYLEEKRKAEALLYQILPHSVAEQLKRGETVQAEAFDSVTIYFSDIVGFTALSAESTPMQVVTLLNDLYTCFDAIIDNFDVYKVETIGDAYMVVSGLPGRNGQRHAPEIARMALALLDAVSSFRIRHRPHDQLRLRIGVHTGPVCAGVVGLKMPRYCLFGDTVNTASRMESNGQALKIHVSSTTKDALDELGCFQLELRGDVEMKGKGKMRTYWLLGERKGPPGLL
# FXN GAA850 act – frataxin GAA850 promoter activation | AID 540364 | 0.56% of 360,000 active | HEK293 lucGAA850 FXN promoter luciferase reporter, 24 h; percent of 10 µM SAHA response | activation, % at 6 µM;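 active = activation above the average of all compounds screened plus 3 SD, cutoff fixed separately per campaign, cut at about 7.5% in these data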;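 also: 0% = DMSO wells and 100% = 10 µM SAHA wells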
# hgDAF-12 ag – activates the H. glycines DAF-12 receptor ligand-binding domain; HEK293 GAL4-hgDAF12 UAS-luciferase reporter, agonist luminescence; normalized to butyrate control; 1.8% of 370,000 active; activation, % at 6.8 µM;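 active = activation above a cutoff set at the mean of all screened compounds plus 3 SD, cut at about 10% in these data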;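 also: 0% = DMSO wells and 100% = sodium butyrate wells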
# SMARCA2 act – activators of SMARCA2 function; AID 652017; MG213 cells, MMTV-luciferase reporter, dexamethasone, overnight; 1% of 370,000 active; activation, % at 9.1 µM; in the data active = activation above about 7.8%;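 also: 0% = vehicle wells and 100% = reference activator wells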
# DAX1 inh-2 – inhibits human nuclear receptor DAX1; P51843; HEK293 Gal4-DAX1 luciferase reporter, luminescence; inhibition, % at 6.75 µM; 0.99% of 340,000 active; AID 504766;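 active = inhibition above the mean over all tested compounds plus 3 SD, cut at about 4.2% in these data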;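 also: 0% = DAX1-transfected cells with DMSO and 100% = empty-vector control cells with DMSO; inhibition shows as a rise in luminescence from relieved DAX1 repression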
# sPLA2-III inh – Blocks human group III sPLA2 activity; Q9NZ20; QFRET BODIPY PC-A2 liposome hydrolysis, fluorescence; inhibition, % at 12.2 µM; 0.56% of 370,000 active;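 active = inhibition above mean plus 3 SD of compounds lying within the high and low control bounds, cut at about 19% in these data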;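 also: 0% = median of test compound wells and 100% = no enzyme DMSO wells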
# GC-A act – GC-A (human) enzyme activation; P16066; HEK293 GC-A cells, cGMP TR-FRET, EC30 ANP; 0% at EC30 ANP, 100% saturating ANP; activation, % at 10 µM; 0.14% of 370,000 active; AID 1671463; in the data active = activation above about 40%
# Starred values were filed as active, the others as inactive; nt = not tested or not shown.
# The line under a structure holds: DAX1 inh-1	ADAM10 inh	ssDAF12 agonist	hcDAF12 agonist	GC-B act	FXN GAA850 act	hgDAF-12 ag	SMARCA2 act	DAX1 inh-2	sPLA2-III inh	GC-A act
1) O=C(NCCCn1ccnc1)C1c2ccccc2Oc2ccccc21
  0.1	-5	-1.6	-0.2	-7	4.1	1.3	-2	1.3	-1	-2
2) COC(=O)c1sc(S(=O)(=O)NCc2ccccc2)c(C(=O)OC)c1C
  -0.6	6	-1.3	0.0	-5	1.5	-4.0	4	-0.4	-15	-1
3) CCCNC(=O)C1(C)CCN(C(=O)COc2ccc(Cl)cc2Cl)C1 (stereo unspecified)
  -0.7	-6	-0.7	-1.3	0	1.2	-2.6	-2	nt	6	0
4) Cc1cc(=O)[nH]c(/N=C(\N)Nc2cccc3ccccc23)n1
  -0.6	5	-0.7	0.3	-4	2.1	-2.1	-1	0.7	1	-2
5) COc1cccc(NC(=O)N(C)C[C@@H]2OCc3cn(nn3)CCCC(=O)N([C@@H](C)CO)C[C@H]2C)c1
  1.4	-13	-0.7	1.2	1	nt	-1.9	1	nt	6	1
6) O=C(c1cc2cc(Cl)ccc2oc1=O)N1CCOCC1
  -0.1	-8	-0.8	-0.8	0	-1.9	0.4	-1	-1.0	1	-1
7) CCOc1ccc2nc(NC(=O)C3CCN(c4cnccn4)CC3)sc2c1
  -1.4	-134	-2.0	-2.5	2	1.1	-4.0	-4	1.7	-20	5
8) COc1ccccc1-c1n[nH]c(=S)o1
  0.3	-32	-0.7	3.2	5	2.1	0.5	-4	1.2	13	2
9) Cc1ccc(C)c(N(C(=O)c2snc(C(N)=O)c2N)C(C(=O)NCC2CCCO2)c2ccc(C)o2)c1 (stereo unspecified)
  -0.6	-418	-1.2	-1.4	1	-1.3	-1.9	-5	-0.8	-9	-6
10) CC(C)COc1ccc(C(=O)N(Cc2ccco2)C2CCS(=O)(=O)C2)cc1 (stereo unspecified)
  -0.3	-1	-1.0	-2.4	3	-1.1	1.8	-1	-1.7	-6	4
11) Brc1cccc(-c2nnc3sc(CNC4CCCC4)cn23)c1
  0.8	-1	-2.0	-0.9	-4	-2.7	-0.8	5	0.8	3	2
12) Cc1cc(C)c(OCC(=O)NCC(c2ccco2)N2CCCCC2)c(C)c1 (stereo unspecified)
  1.3	-6	-1.4	-1.1	4	0.6	1.1	-2	0.1	-2	-4
13) O=C1c2ccccc2C(=O)C1c1ccccc1
  -0.6	6	-1.0	-1.2	0	1.8	-0.1	2	-1.2	-5	0
14) CCN1CCN(CCCOc2ccc(Cl)cc2Br)CC1
  0.0	4	-0.8	-0.7	-2	4.6	-0.9	5	0.0	-3	5
15) Cc1ccc(NC(=O)COC(=O)Cc2ccccc2)cc1S(=O)(=O)N1CCOCC1
  -1.0	4	-1.3	-1.5	4	0.0	-2.9	-2	-0.2	-9	0
16) CC(C)c1nnc(NC(=O)C2c3ccccc3Oc3ccccc32)s1
  -0.5	-5	-0.8	-1.0	0	-1.2	0.5	1	0.8	3	2
17) O=C(OCC(=O)N1CCCCC1)c1cc(NS(=O)(=O)c2ccc(Cl)c([N+](=O)[O-])c2)ccc1O
  0.1	7	-0.6	-0.6	-1	0.4	0.4	3	2.3	-8	4
18) COC(=O)c1c(CSc2cccc(C)c2)noc1C(=O)NCc1ccco1
  -0.4	-4	-1.1	-2.1	-4	0.8	0.4	-1	0.2	-4	6
19) Cc1ccc(C(=O)O/N=C(\N)c2cccc([N+](=O)[O-])c2)cc1
  1.4	-6	-0.4	-0.2	-4	4.4	5.8	4	3.0	2	6
20) Cc1ccc(CNC(=O)c2ccc3c(=O)c(O)c(-c4ccc(C)cc4)[nH]c3c2)cc1
  0.7	-6	-0.5	4.9	3	-6.1	-0.9	0	0.1	10	19
21) CCCN(CCC)C(=O)c1ccc2nc(-c3ccc(OC)c(OC)c3)c(-c3ccc(OC)c(OC)c3)nc2c1
  -0.6	-10	-0.9	-3.4	4	1.9	-3.2	-1	-0.8	-11	7
22) CCOc1ccc(/C=N/NC(=O)C2(O)c3ccccc3-c3ccccc32)cc1
  0.1	-1	-1.8	0.4	3	0.5	1.6	3	0.4	-11	1
23) O=S(=O)(c1ccc(SCc2ccc(Cl)cc2)nc1)N1CCCC1
  -2.9	7	-1.2	-1.5	0	-2.2	-0.5	-4	0.8	-21	3
24) O=C(COC(=O)C1CCC1)NCc1ccccc1
  1.0	-8	-1.3	-1.3	0	-0.7	-1.5	0	0.8	5	2
25) Cc1cc(-c2nnc3n2N=C(c2ccc(-c4ccccc4)cc2)CS3)n[nH]1
  -1.6	2	-1.6	-3.0	-10	1.9	-2.8	-4	-0.2	-19	-7
26) COc1ccc(C2=NN(S(=O)(=O)c3ccccc3)C(c3ccccc3)C2)cc1 (stereo unspecified)
  0.2	1	-1.4	0.2	-1	4.5	0.4	-3	0.9	-1	-1
27) COc1ccc(/C(C)=N/NC(=O)c2ccc3nc[nH]c3c2)cc1
  2.5	-6	-0.9	1.2	-2	1.1	-1.0	-1	0.0	3	4
28) COc1ccc(C(CCNCc2ccc(OC(C)C)cc2)C(C)C)cc1 (stereo unspecified)
  -1.0	-6	-1.3	-3.0	-21	-4.3	0.5	-6	nt	0	-23
29) O=C(CSc1nnc(-c2ccncc2)n1Cc1ccco1)Nc1nc(-c2ccccc2)cs1
  -1.2	7	-0.3	1.5	10	-0.7	2.1	-3	-3.3	-5	15
30) O=C(CSc1nnnn1-c1ccccc1)N1CCCc2ccccc21
  -0.3	2	-1.7	1.7	-3	1.9	-1.0	-2	0.1	-3	2

# Limited to DAX1 inh-2, SMARCA2 act and GC-B act, for some of the entries so far:
no.	SMILES	DAX1 inh-2	SMARCA2 act	GC-B act
7	CCOc1ccc2nc(NC(=O)C3CCN(c4cnccn4)CC3)sc2c1	1.7	-4	2
8	COc1ccccc1-c1n[nH]c(=S)o1	1.2	-4	5

# (cont.)
# The line under a structure holds: DAX1 inh-1	ADAM10 inh	ssDAF12 agonist	hcDAF12 agonist	GC-B act	FXN GAA850 act	hgDAF-12 ag	SMARCA2 act	DAX1 inh-2	sPLA2-III inh	GC-A act
31) COC(=O)Nc1ccc(S(=O)(=O)N2c3ccccc3CCC2C)cc1 (stereo unspecified)
  -2.2	18	-1.8	-2.8	-4	-2.6	-0.6	-2	-3.0	-20	-8
32) CCCCc1nnc(NC(=O)CSCc2cc(=O)n3cc(C)sc3n2)s1
  -0.4	-12	-1.3	0.1	-3	-0.9	0.6	-1	-0.1	-1	1
33) COc1ccc(CCNS(=O)(=O)c2cccc3cccnc23)cc1OC
  -0.8	-2	-1.0	-1.0	3	2.4	4.2	-1	0.0	2	1
34) CCOc1ccc(-n2cc(-c3ccccc3)c3c(SC(C)C(=O)OC)ncnc32)cc1 (stereo unspecified)
  -0.6	-2	-1.2	0.6	2	2.4	0.9	1	-1.0	-13	1
35) Cc1ccc(C)c(C(=O)Nc2ccncc2)c1
  -0.3	-7	-0.9	-2.6	-2	2.7	-0.5	-2	1.0	4	-4
36) COc1ccc(-c2ccc(C(=O)NCC3CC3)c3occc23)c(C)c1
  -1.2	-112	-1.7	-2.1	6	1.9	-2.4	-2	nt	2	-1
37) N#CC(c1c(Cl)cccc1N1CCCCC1)N1CCCCC1 (stereo unspecified)
  0.5	-2	-1.0	-1.9	-2	nt	3.1	-1	nt	1	-3
38) O=C(CCS(=O)(=O)Cc1ccccc1)N1CCN(c2ccccc2)CC1
  -0.8	0	-1.0	-0.3	2	-2.1	-0.6	-4	-0.2	-1	2
39) CC(Sc1ccsc1[N+](=O)[O-])C(=O)N1CCN(c2ccccn2)CC1 (stereo unspecified)
  -0.6	-3	-0.5	0.3	-4	0.3	-1.2	-1	-1.9	-6	-6
40) COc1cccc(/C=C2\SC(=O)N(CCC(=O)N3CCC(C(=O)O)CC3)C2=O)c1
  0.6	-13	-0.8	-1.6	-3	-0.3	-0.6	-2	-0.8	7	-1
41) S=C(NCc1cccc(Cl)c1)OC1CCC12CCC(c1ccccc1)CC2 (stereo unspecified)
  -0.1	6	-0.6	-0.2	0	nt	2.9	-2	nt	-11	-1
42) CCOC(=O)c1c(C2COc3ccccc3O2)csc1NC(=O)c1ccco1 (stereo unspecified)
  -1.0	-12	-1.6	-0.3	4	-0.1	1.1	-6	-0.2	0	9
43) Cc1cc(C(=O)COC(=O)c2ccc(Br)o2)c(C)n1Cc1ccco1
  0.1	2	-1.2	0.2	3	nt	9.2	0	nt	-9	4
44) COc1ccc(CNC(=O)COC(=O)c2sccc2C)cc1OC
  0.0	-15	-1.5	-0.9	7	2.0	0.8	0	-0.1	5	3
45) Cn1nc(C(=O)Nc2ccc(S(=O)(=O)N3CCCC3)cc2)ccc1=O
  -0.6	0	-1.1	2.7	-3	-2.9	1.0	-3	-0.1	2	-5
46) COc1cc(NC(=O)CCc2c(C)nn(-c3ccc(N4CCOCC4)nn3)c2C)cc(OC)c1OC
  0.2	1	-1.1	-0.5	-3	0.9	-0.3	7	0.0	-4	1
47) Cc1ccc(N(CC(=O)NCc2ccc(F)cc2)C(=O)c2ccco2)cc1C
  -0.2	5	-1.1	-2.1	2	-3.4	2.6	-1	-0.3	-8	-2
48) O=S(=O)(c1ccc(Cl)nc1)N1CCc2ccccc21
  -1.0	-1	-1.5	-2.5	5	0.2	-1.3	-4	-0.3	-2	1
49) O=C(Nc1ccccc1N1CCCC1)C1CCN(S(=O)(=O)c2ccc(F)cc2)CC1
  1.8	1	-1.6	-1.3	1	0.2	1.5	0	0.3	-10	0
50) O=C(CCNc1n[nH]c(=O)[nH]c1=O)N/N=C/c1ccc(C(F)(F)F)cc1
  -0.7	-7	-1.5	0.4	-3	1.8	-1.4	3	nt	-1	1
51) Cc1cccc(-c2nc3cc(NC(=O)C4CCCO4)ccc3o2)c1 (stereo unspecified)
  6.8*	-157	0.9*	8.7*	-4	1.0	14*	1	-2.9	0	9
52) COC(=O)Cn1c(=O)c(=O)n(CC(=O)OC)c2ccccc21
  -2.1	-43	-1.8	1.4	1	-0.5	0.8	0	-0.1	7	0
53) O=C(O)CCCCOn1ccnc1
  0.6	-3	-0.8	-0.8	6	0.9	0.2	1	0.2	3	0
54) O=[N+]([O-])c1ccc(N2CCSCC2)cc1
  0.3	2	-1.4	-0.8	0	3.6	0.8	-3	0.6	4	2

# By substructure, the compounds so far with a thiophene ring, fused or not.
# The line under a structure holds: DAX1 inh-1	ADAM10 inh	ssDAF12 agonist	hcDAF12 agonist	GC-B act	FXN GAA850 act	hgDAF-12 ag	SMARCA2 act	DAX1 inh-2	sPLA2-III inh	GC-A act
2) COC(=O)c1sc(S(=O)(=O)NCc2ccccc2)c(C(=O)OC)c1C
  -0.6	6	-1.3	0.0	-5	1.5	-4.0	4	-0.4	-15	-1
39) CC(Sc1ccsc1[N+](=O)[O-])C(=O)N1CCN(c2ccccn2)CC1 (stereo unspecified)
  -0.6	-3	-0.5	0.3	-4	0.3	-1.2	-1	-1.9	-6	-6
42) CCOC(=O)c1c(C2COc3ccccc3O2)csc1NC(=O)c1ccco1 (stereo unspecified)
  -1.0	-12	-1.6	-0.3	4	-0.1	1.1	-6	-0.2	0	9
44) COc1ccc(CNC(=O)COC(=O)c2sccc2C)cc1OC
  0.0	-15	-1.5	-0.9	7	2.0	0.8	0	-0.1	5	3
